From PubChem BioAssay
esBAF inh = blocks esBAF chromatin remodeling in mouse ES cells; reporter increase, % at 12.5 µM; 2% of 350,000 active; Bmi1-luciferase knock-in reporter, 24 h; 100% = twice the neutral-well signal; in the data active = activation above about 40%;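 also: 0% = median of the plate's neutral control wells and 100% = double that signal; a rise in the Bmi1 reporter signal indicates esBAF inhibition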
XiGFP reactiv = X-chromosome reactivation activator; 0.055% of 360,000 active; XiGFP mouse fibroblasts, % GFP-positive cells imaging, 3 d; cells co-treated with 5-aza-dC sensitizer; scaled so ellipticine positive control = 100%; activation, % at 7.58 µM;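 active = mean normalized replicate activation at least 10% and every replicate at or above 10%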;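 also: 0% = median of on-plate neutral control wells and 100% = ellipticine 6 µM median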
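System: 68-5-11 XiGFP fibroblast line; Timing: 3 days compound exposure; Compound dosing: one concentration, pinned; Benchmarks: positive control ellipticine, 6 µM final; Buffer or medium: DMEM containing 5-aza-dC.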
E-sel inducer = induces E-selectin expression in human endothelial cells. P16581. HUVEC E-selectin immunofluorescence imaging; normalized: neutral wells 0, TNF-alpha wells 100. activation, % at 7.58 µM. 0.37% of 260,000 active. AID 686992;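 active = mean E-selectin-positive cell signal at least 10% of the positive control, reached in at least 60% of replicates, without over 20% cell loss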;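 also: in these data hits start at about 27%; measured in HUVEC primary endothelial cells; signal is the percent of cells scored E-selectin positive by PE staining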
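Material: HUVEC primary endothelial cells; Amount: 3,000 cells per well; Dosing: single concentration; Medium: EGM-2 growth medium on 0.1% gelatin-coated wells; Read-out basis: percent E-selectin-positive cells; Signal: immunofluorescence imaging; Control set: TNF-alpha, DMSO.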
S100A4 MyoIIA = inhibitors of human S100A4 binding to myosin IIA peptide; P26447; S100A4/TAMRA-MyoIIA peptide fluorescence polarization; inhibition, % at 10.7 µM; 0.14% of 360,000 active; AID 652163;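 active = mean inhibition of at least 70% across replicates, with every replicate also reaching that level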
Target sequence (P26447 whole entry, looked up): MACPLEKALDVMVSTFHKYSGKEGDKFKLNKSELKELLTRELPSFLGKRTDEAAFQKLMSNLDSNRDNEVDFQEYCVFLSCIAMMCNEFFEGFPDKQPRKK
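Test system: S100A4 monomer protein; Medium: HEPES pH 7.2 with CaCl2, KCl, NaCl, DTT, Triton; Probe or stimulus: TAMRA-labelled myosin IIA heavy-chain peptide probe, 5 nM; Doses: one dose per compound; Times: polarization read 5 min after assay mix addition, stable 5–60 min; Benchmarks: neutral control DMSO, positive control TFP.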
RAD54 branch = inhibitors of human RAD54 branch migration; Q92698; RAD54 Holliday junction branch migration, FAM/BHQ fluorescence; inhibition, % at 10.4 µM; 0.14% of 360,000 active;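 active = mean normalized replicate activity at least 40 and at least half of replicates scoring 40 or more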;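 also: 0% = median of neutral control wells and 100% = median of positive control wells; inhibitors cause a drop in the FAM fluorescence signal; in these data hits start at about 50%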
RAD52 anneal inh = blocks human RAD52 DNA annealing; recombinant RAD52 DNA annealing, FRET fluorescence; inhibition, % at 18.7 µM; 0.46% of 360,000 active;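 active = every replicate showing at least 50% inhibition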
Target sequence (P43351 whole entry, looked up): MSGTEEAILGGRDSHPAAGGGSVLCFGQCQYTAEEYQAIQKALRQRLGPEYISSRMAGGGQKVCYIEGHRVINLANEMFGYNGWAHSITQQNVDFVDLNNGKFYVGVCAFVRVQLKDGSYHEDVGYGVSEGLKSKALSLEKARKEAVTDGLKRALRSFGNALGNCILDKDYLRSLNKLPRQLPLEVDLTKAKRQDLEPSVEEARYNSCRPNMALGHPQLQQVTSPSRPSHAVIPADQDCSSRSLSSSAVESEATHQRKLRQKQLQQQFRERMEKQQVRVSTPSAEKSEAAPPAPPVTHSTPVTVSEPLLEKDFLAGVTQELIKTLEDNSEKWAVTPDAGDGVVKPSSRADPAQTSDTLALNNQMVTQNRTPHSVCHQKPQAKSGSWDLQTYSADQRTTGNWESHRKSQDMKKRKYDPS
ERAP1 inh = ERAP1 (human) enzyme inhibition; recombinant ERAP1, Leu-AMC fluorescence, 60 min; AID 652197; 0.15% of 340,000 active; inhibition, % at 10.7 µM;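 active = mean replicate inhibition of at least 30%, or all replicates individually reaching that 30% level; inactive = mean below 30% and not every replicate reaching it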;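 also: 0% = neutral control wells and 100% = L-leucinethiol positive control wells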
ERp5 block = ERp5 (human) disulfide isomerase inhibition; ERp5 insulin aggregation, absorbance 650 nm, 90 min; inhibition, % at 9.99 µM; 0.05% of 350,000 active;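 active = mean replicate inhibition above about 25%, with every replicate also reaching it, limit read from the data, passing the limit was not always enough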
Target sequence (Q15084 whole entry, looked up): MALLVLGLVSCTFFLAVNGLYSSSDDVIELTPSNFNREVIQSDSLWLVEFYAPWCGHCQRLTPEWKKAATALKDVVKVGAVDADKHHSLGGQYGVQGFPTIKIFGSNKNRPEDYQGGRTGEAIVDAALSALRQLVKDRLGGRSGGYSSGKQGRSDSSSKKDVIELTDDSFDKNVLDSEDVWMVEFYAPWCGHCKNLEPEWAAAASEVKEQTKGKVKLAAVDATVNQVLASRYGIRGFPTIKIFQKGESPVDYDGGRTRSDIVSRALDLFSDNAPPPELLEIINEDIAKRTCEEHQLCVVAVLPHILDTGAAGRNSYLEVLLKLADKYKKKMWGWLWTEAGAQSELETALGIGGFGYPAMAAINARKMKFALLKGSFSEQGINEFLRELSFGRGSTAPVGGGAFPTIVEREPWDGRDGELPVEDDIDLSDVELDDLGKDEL
* marks the source's active call; other numbers are inactive results; / = no result given.

1: COc1cc(C(=O)NCCc2ccc(S(N)(=O)=O)cc2)ccc1OCc1c(C)noc1C
2: O=C(COC(=O)Cc1c[nH]c2ccccc12)Nc1ccccc1
3: Cc1ccc(C(=O)NCC(=O)N2CCc3ccccc3C2)cc1C
4: O=C(CN(c1ccc(F)cc1)S(=O)(=O)c1ccc2c(c1)OCCO2)N1CCOCC1
5: O=C(C1CC=CCC1)N1CCCCCC1 (configuration not stated)

compound no.	1	2	3	4	5
esBAF inh	-3	0	-6	3	-3
XiGFP reactiv	0.1	-0.1	0.3	-0.1	0.0
E-sel inducer	-0.5	-0.2	0.4	0.0	-0.7
S100A4 MyoIIA	1	3	-15	1	1
RAD54 branch	-3	/	4	9	-9
RAD52 anneal inh	-16	4	-9	-16	-9
ERAP1 inh	-3	-3	0	-2	0
ERp5 block	-1	-1	4	1	7

6: Cc1ccccc1-c1ccc2c(c1)O[C@H](CN(C)C(=O)c1ccccn1)[C@H](C)CN([C@@H](C)CO)S2(=O)=O
7: CC1(C)CC(=O)C(C2C3=C(CC(C)(C)CC3=O)Oc3ccccc32)C(=O)C1 (configuration not stated)
8: Nc1cc(OC(=O)c2c(F)cccc2Cl)nn1S(=O)(=O)c1ccccc1
9: COc1cccc(NC(=O)CN(C)C(=O)c2cc(S(=O)(=O)N3CCCCC3)ccc2Cl)c1
10: CCCNC(=O)c1ccc2c(=O)n3c(-c4ccc(C)cc4)csc3nc2c1

compound no.	6	7	8	9	10
esBAF inh	2	3	-6	3	4
XiGFP reactiv	-0.9	-0.1	0.0	0.5	0.0
E-sel inducer	-2.8	/	/	/	-0.1
S100A4 MyoIIA	2	-9	-25	-2	-6
RAD54 branch	0	/	6	/	1
RAD52 anneal inh	8	-7	-8	3	-5
ERAP1 inh	6	-2	-2	3	6
ERp5 block	2	6	-9	1	-6

11: Cn1cccc1CC(=O)N/N=C/c1ccc([N+](=O)[O-])cc1
12: CCC(=O)N1[C@H](C(=O)Nc2ccccc2)[C@@H](CO)[C@@H]2Cn3c(ccc(-c4ccncc4)c3=O)[C@@H]21
13: CC(=O)n1c2c(c3ccccc31)OC(N)=C(C#N)C2c1ccc(C(C)C)cc1 (configuration not stated)
14: O=C(C[C@@H]1C[C@@H]2c3cc(NC(=O)Nc4ccc(F)cc4)ccc3O[C@@H]2[C@@H](CO)O1)NC1CCCC1
15: Cc1ccccc1-c1cnc2c(c1)C(=O)N([C@H](C)CO)C[C@@H](C)[C@H](CN(C)C(=O)CC1CC1)O2

compound no.	11	12	13	14	15
esBAF inh	/	-4	29	-1	0
XiGFP reactiv	0.0	-0.1	/	0.1	-0.2
E-sel inducer	0.1	0.0	/	0.0	-0.2
S100A4 MyoIIA	-1	3	-3	2	3
RAD54 branch	-6	-8	/	-9	-1
RAD52 anneal inh	4	-2	-36	-17	5
ERAP1 inh	/	6	-1	1	0
ERp5 block	7	-3	18	0	0

16: Fc1ccc(/C=N/NC(=S)Nc2ccc(Cl)cc2)cc1F
17: O=C(Nc1ccncc1)c1cccc2ccccc12
18: C[C@H](CO)N1C[C@H](C)[C@H](CN(C)C(=O)c2ccccn2)Oc2cc(C3=CCCC3)ccc2S1(=O)=O
19: CC(=O)N1CCc2cc(S(=O)(=O)NC(C(=O)N3CCN(c4ccccc4F)CC3)C(C)C)ccc21 (configuration not stated)
20: C[C@H](CO)N1C[C@H](C)[C@H](CN(C)C(=O)C2CCC2)Oc2ncc(C#Cc3ccccc3F)cc2C1=O

compound no.	16	17	18	19	20
esBAF inh	20	24	3	10	-1
XiGFP reactiv	-0.1	-0.1	0.3	0.3	-0.7
E-sel inducer	-0.3	/	-0.3	-0.3	0.2
S100A4 MyoIIA	/	-6	11	5	17
RAD54 branch	-3	8	3	-4	-10
RAD52 anneal inh	/	11	-7	-14	8
ERAP1 inh	/	/	-2	-1	1
ERp5 block	/	1	-2	11	-2

21: Cc1ccc(S(=O)(=O)Nc2ccc3c(c2)C(=O)N([C@H](C)CO)C[C@H](C)[C@H](CN(C)C(=O)Nc2ccc(F)cc2)OCCCC[C@@H](C)O3)cc1
22: N#C[C@@H]1[C@H](c2ccc(-c3ccccc3F)cc2)[C@H](CO)N1C(=O)C1CC1
23: CCOC(=O)N1CCN(CC(=O)N2c3ccccc3Sc3ccccc32)CC1
24: CO[C@H]1CN(C)C(=O)c2cc(NS(=O)(=O)c3cccc(F)c3)ccc2OC[C@H](C)NC[C@@H]1C
25: CC1(c2ccccc2)NC(=O)N(CC(=O)Nc2ccccc2N2CCCC2)C1=O (configuration not stated)

compound no.	21	22	23	24	25
esBAF inh	-4	4	4	-3	/
XiGFP reactiv	0.5	-0.1	0.5	0.7	0.1
E-sel inducer	/	-0.4	0.0	0.4	-0.1
S100A4 MyoIIA	0	1	-1	0	-4
RAD54 branch	-15	-7	-17	-3	/
RAD52 anneal inh	-20	-41	-1	-3	-5
ERAP1 inh	-2	-1	0	/	-1
ERp5 block	7	1	4	2	-2

26: O=C(C[C@@H]1CC[C@@H]2[C@H](COC[C@H](O)CN2S(=O)(=O)c2ccc(F)cc2)O1)N[C@@H]1CCN(Cc2ccccc2)C1
27: CN(Cc1ccccc1)c1cc(Cl)nc(N)n1
28: CC1CN(CC(=O)NCc2ccc(F)cc2)CC(C)O1 (configuration not stated)
29: O=C(COC(=O)c1ccc[nH]c1=O)NCCCc1ccccc1
30: CCCNC(=O)N1CC(=O)N2[C@@H](CO)[C@H](c3ccc(-c4ccc(F)cc4)cc3)[C@@H]2C1

compound no.	26	27	28	29	30
esBAF inh	-7	/	-2	-3	/
XiGFP reactiv	0.0	0.0	/	0.0	0.0
E-sel inducer	0.0	5.6	/	-0.4	0.1
S100A4 MyoIIA	7	1	4	0	1
RAD54 branch	-3	/	-11	5	/
RAD52 anneal inh	-4	-21	-10	5	4
ERAP1 inh	0	5	30	-4	0
ERp5 block	2	3	0	-8	-2

31: Cc1ccccc1-c1cnc2c(c1)C(=O)N([C@@H](C)CO)C[C@@H](C)[C@H](CN(C)C(=O)c1ccc(F)cc1)O2
32: CC(C)NC(=O)N(C)C[C@H]1Oc2ncc(-c3cccc(C#N)c3)cc2C(=O)N([C@@H](C)CO)C[C@H]1C
33: CO[C@@H]1CN(C)C(=O)c2cc(NS(=O)(=O)c3ccccc3F)ccc2OC[C@@H](C)NC[C@H]1C
34: COc1ccc(C(=O)Nc2ccc(N3CCCC3)cc2)cc1Br
35: C/C=C/c1ccc2c(c1)O[C@H](CN(C)C(=O)CN1CCOCC1)[C@H](C)CN([C@@H](C)CO)S2(=O)=O

compound no.	31	32	33	34	35
esBAF inh	5	3	1	0	0
XiGFP reactiv	-1.2	-1.0	-0.2	0.1	-0.5
E-sel inducer	-0.1	-0.1	0.2	-0.5	-4.1
S100A4 MyoIIA	-3	-36	-8	-1	-25
RAD54 branch	5	5	2	-10	1
RAD52 anneal inh	5	5	-19	-9	8
ERAP1 inh	2	1	0	-1	-2
ERp5 block	-3	0	-2	1	-3

36: O=C(NC[C@@H]1N[C@@H](CO)[C@H]1c1ccc(C2=CCCCC2)cc1)c1cccc(F)c1
37: COc1ccc(OC)c(CNC(=O)C2CCN(S(=O)(=O)N3CCC(C)CC3)CC2)c1
38: COc1ccc(C(CNC(=O)C(CCSC)NC(=O)c2ccccc2OC)N2CCCCC2)cc1 (configuration not stated)
39: O=C(COC(=O)c1ccc2c(c1)OCO2)NC1CCCCC1
40: O=C(Nc1cnc2ccccn2c1=O)c1ccc(Cl)cc1Cl

compound no.	36	37	38	39	40
esBAF inh	-7	0	6	-1	-63
XiGFP reactiv	0.5	0.0	0.2	0.0	0.4
E-sel inducer	0.1	0.0	/	/	/
S100A4 MyoIIA	/	3	-11	7	7
RAD54 branch	20	2	9	-11	-2
RAD52 anneal inh	0	-16	-76	-1	-1
ERAP1 inh	/	-2	4	-9	9
ERp5 block	4	6	3	3	8

41: CN(C)CC(=O)N1CCCCN2[C@H](CO)[C@@H](c3ccc(-c4cccnc4)cc3)[C@@H]2C1
42: CC(NC(=O)CN1C(=O)NC2(CCCC2)C1=O)c1ccc2ccccc2c1 (configuration not stated)
43: C[C@H]1CN([C@@H](C)CO)C(=O)Cc2cc(NC(=O)Nc3ccc(F)cc3)ccc2O[C@H]1CN(C)S(C)(=O)=O
44: O=C(CN(C(=O)c1csnn1)c1cccc(C(F)(F)F)c1)NCCc1ccccc1
45: C[C@H]1CN([C@@H](C)CO)C(=O)c2cccc(NS(=O)(=O)c3cccs3)c2O[C@@H]1CN(C)C(=O)NC1CCCCC1

compound no.	41	42	43	44	45
esBAF inh	/	4	-2	12	1
XiGFP reactiv	0.1	0.2	0.2	0.2	0.3
E-sel inducer	-0.1	/	-0.1	/	-3.6
S100A4 MyoIIA	-1	1	-2	-12	5
RAD54 branch	11	3	-11	1	-3
RAD52 anneal inh	11	-10	7	-13	10
ERAP1 inh	0	-2	2	2	-1
ERp5 block	-3	-2	1	8	-5

Profiles, quoted from the list.
O=C(C[C@@H]1CC[C@@H]2[C@H](COC[C@H](O)CN2S(=O)(=O)c2ccc(F)cc2)O1)N[C@@H]1CCN(Cc2ccccc2)C1 as listed: esBAF inh: -7; XiGFP reactiv: 0.0; E-sel inducer: 0.0; S100A4 MyoIIA: 7; RAD54 branch: -3; RAD52 anneal inh: -4; ERAP1 inh: 0; ERp5 block: 2
Cc1ccccc1-c1ccc2c(c1)O[C@H](CN(C)C(=O)c1ccccn1)[C@H](C)CN([C@@H](C)CO)S2(=O)=O as listed: esBAF inh: 2; XiGFP reactiv: -0.9; E-sel inducer: -2.8; S100A4 MyoIIA: 2; RAD54 branch: 0; RAD52 anneal inh: 8; ERAP1 inh: 6; ERp5 block: 2

Remaining list, next part
46: CCCCCC(=O)NC(=S)Nc1cccc(-c2nc3ncccc3o2)c1
47: CC(C)CC#Cc1ccc2c(c1)O[C@@H](CN(C)C(=O)c1cccc(F)c1)[C@H](C)CN([C@H](C)CO)S2(=O)=O
48: COc1ccc(-c2noc(C3CCCN(C(=O)c4c(F)cccc4F)C3)n2)cc1OC (configuration not stated)
49: C[C@@H]1CN([C@H](C)CO)C(=O)CCCn2cc(nn2)CO[C@@H]1CN(C)S(=O)(=O)c1ccccc1F
50: CC(=O)c1nn(-c2ccc(Cl)cc2)cc1C(=O)c1ccccc1
51: Cc1ccc(OCCCCCN2CCOCC2)cc1
52: COc1ccc(S(=O)(=O)N2CCCCCC2)cc1C(=O)N1CCN(c2ccccc2C)CC1
53: N#C[C@H]1[C@H](c2ccccc2C2=CCCCC2)[C@@H](CO)N1C(=O)CN1CCOCC1

compound no.	46	47	48	49	50	51	52	53
esBAF inh	/	5	13	-4	/	7	10	/
XiGFP reactiv	0.0	0.0	0.0	0.0	0.0	0.0	-0.1	0.0
E-sel inducer	0.0	0.6	0.2	0.1	/	/	0.2	0.2
S100A4 MyoIIA	3	6	-2	-8	3	-18	-1	2
RAD54 branch	-5	-1	-7	-11	-4	-2	6	/
RAD52 anneal inh	-28	22	-7	-3	-14	-22	-20	5
ERAP1 inh	3	-1	-2	1	/	0	1	0
ERp5 block	2	-1	2	-4	11	-1	2	6
